Bioassay records from PubChem BioAssay.
G6PDH CS: L. mesenteroides G6PDH inhibition counter-screen. Purified L. mesenteroides G6PDH, diaphorase/resazurin coupled fluorescence, 45 min. inhibition, % at 5 µM. AID 1020. 0.12% of 200,000 active; in the data active means inhibition above about 50%
FLuc act counter: affects firefly luciferase, flagging false hits in luciferase stimulation screens; AID 1027; ATPlite luciferase biochemical, luminescence, 10 min; 0 = ATP-free wells, 1 = DMSO control; P08659; 200,000 tested, under 10 active; activation factor at 10 µM;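 active means luciferase activation factor, scaled between plate controls, of at least 2 with compound at 10 µM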
Target sequence (P08659 whole entry, looked up): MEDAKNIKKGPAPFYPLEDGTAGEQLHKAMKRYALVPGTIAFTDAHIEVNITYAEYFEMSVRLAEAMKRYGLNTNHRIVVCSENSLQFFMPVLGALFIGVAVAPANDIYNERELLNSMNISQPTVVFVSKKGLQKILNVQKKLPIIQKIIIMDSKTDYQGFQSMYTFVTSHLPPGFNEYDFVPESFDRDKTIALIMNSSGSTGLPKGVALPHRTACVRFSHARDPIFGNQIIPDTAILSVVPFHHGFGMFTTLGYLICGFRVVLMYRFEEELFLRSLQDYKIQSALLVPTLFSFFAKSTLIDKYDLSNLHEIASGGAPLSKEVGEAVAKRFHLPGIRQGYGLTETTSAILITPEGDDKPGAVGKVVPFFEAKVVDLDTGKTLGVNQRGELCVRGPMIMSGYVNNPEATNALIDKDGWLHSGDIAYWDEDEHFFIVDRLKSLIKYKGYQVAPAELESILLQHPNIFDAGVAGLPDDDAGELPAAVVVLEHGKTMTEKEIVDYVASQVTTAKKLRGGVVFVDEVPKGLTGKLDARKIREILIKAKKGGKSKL
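test system = cell-free luciferase reagent | medium = PBS as buffer for the ATP substrate | dosing = test compounds dosed from 2 mM stocks in 100% DMSO | incubation = 10 min at ambient temperature | detection = luminescence measurement of luciferase light output | benchmarks = low control with PBS replacing ATP, high control enzyme plus ATP without compound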
TNAP inh noacc: blocks human TNAP activity with no phosphate acceptor present; P05186; purified TNAP, CDP-star luminescence, 30 min; inhibition, % at 20 µM; 0.26% of 200,000 active; AID 1012;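 active means tissue-nonspecific alkaline phosphatase inhibition above about 50% at 20 µM in the single-dose screen, limit read from the data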;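 further: 0% = DMSO negative control and 100% = EDTA positive control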
Diaphorase inh: inhibits diaphorase or chemically oxidizes, flagging diaphorase assay artifacts; 0.69% of 190,000 active; inhibition, % at 20 µM; diaphorase resazurin-to-resorufin fluorescence, NADH, 16 min; bacterial (C. kluyveri) enzyme, not human;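 active means primary screen inhibition at 20 µM above a set limit, cut at about 50% in these data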;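 further: plate controls were DMSO with full reaction for no effect and wells lacking NADH for full effect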
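Test system: diaphorase enzyme from Clostridium kluyveri; amount: diaphorase at 0.14 U/mL in enzyme working solution; detection: fluorescence of resorufin formed from resazurin, Ex 544/Em 590 nm; times: reaction incubation of 16 min at room temperature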
PMI act: phosphomannose isomerase (human) activation; activation factor at 20 µM; AID 1214; 0.005% of 190,000 active; purified human PMI, coupled resazurin fluorescence, 20 min; active compounds read high; 1 = vehicle control, 0 substrate-free wells;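 active means activation factor of 2 or more at 20 µM, relative to plate controls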
Target sequence (P34949 whole entry, looked up): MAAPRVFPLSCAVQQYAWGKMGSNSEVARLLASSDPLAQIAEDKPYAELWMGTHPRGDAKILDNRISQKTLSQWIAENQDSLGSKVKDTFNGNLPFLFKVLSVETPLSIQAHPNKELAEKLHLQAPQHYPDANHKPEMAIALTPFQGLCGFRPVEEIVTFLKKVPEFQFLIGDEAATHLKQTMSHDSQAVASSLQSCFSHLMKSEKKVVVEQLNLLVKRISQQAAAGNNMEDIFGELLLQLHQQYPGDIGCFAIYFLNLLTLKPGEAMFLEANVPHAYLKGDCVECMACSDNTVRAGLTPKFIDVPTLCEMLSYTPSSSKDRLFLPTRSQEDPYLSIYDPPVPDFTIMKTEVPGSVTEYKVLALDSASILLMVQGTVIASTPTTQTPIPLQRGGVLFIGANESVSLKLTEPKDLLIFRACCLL
PMI act satM6P: PMI (human) activation, high substrate; activation factor at 20 µM; AID 1216; coupled PMI enzyme assay, resazurin fluorescence, 20 min; active compounds read high; 1 = untreated enzyme, 0 = substrate-free blank; 0.34% of 190,000 active;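 active means activation factor of 2 or more at 20 µM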
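Test system: Human PMI in coupled enzyme assay | Input: 15 ng/mL PMI | Medium: HEPES-buffered pH 7.4 with magnesium and detergent | Compound: One concentration, 20 µM, in 1% DMSO | Incubation: Enzyme reaction with compound 20 min at room temperature | Detection: Diaphorase-driven resazurin-to-resorufin fluorescence, excitation 544, emission 590 nm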
TNAP act hiacc: increases human TNAP activity under high phosphate acceptor concentration | AID 1136 | purified TNAP, CDP-star luminescence, 1 M DEA, 30 min; active compounds read high; 0 = EDTA background, 1 = DMSO-only activity | P05186 | activation factor at 20 µM | 200,000 tested, under 10 active;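 active means activation factor at least 2 at 20 µM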
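system = human TNAP | amount = enzyme diluted 1/800 final | reagent = 100 µM CDP-star substrate | signal = luminescent substrate turnover signal | dosing = one dose, 20 µM | benchmarks = EDTA negative control, DMSO positive control | measure = activation factor | timing = 30 min reaction, room temperature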
Efa HMGR inh: blocks class II HMG-CoA reductase of Enterococcus faecalis; purified E. faecalis HMGR, NADPH absorbance 340 nm kinetic; inhibition, % at 10 µM; 0.41% of 190,000 active; AID 1066;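 active means inhibition above a set limit, the median over all tested compounds plus 3 SD, cut at about 9.5% in these data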;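 further: enzyme runs in reverse so mevalonate oxidation gives rising NADPH absorbance; 0% = complete reaction with DMSO and 100% = background rate lacking mevalonate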
TNAP inh hiacc: inhibitors of human TNAP at high phosphate acceptor concentration; P05186; purified TNAP, CDP-star luminescence, 1 M DEA; inhibition, % at 20 µM; 0.03% of 200,000 active; AID 1135;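 active means over 50% inhibition of tissue-nonspecific alkaline phosphatase at 20 µM in the single-dose screen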;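 further: plate controls were DMSO wells for no effect and EDTA-quenched wells as full inhibition for full effect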
Diaph act CS: diaphorase activation or chemical reduction counter-screen. activation factor at 20 µM. AID 1229. Diaphorase/resazurin coupled assay, resorufin fluorescence, 16 min; active compounds read high; 1 = vehicle wells, 0 = NADH-free wells. 0.005% of 190,000 active;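 active means diaphorase activity raised at least twofold by the compound at 20 µM; inactive means activation factor below 2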
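test system = bacterial diaphorase enzyme (C. kluyveri) | quantity = enzyme 0.07 U/mL final | reagent = NADH substrate 0.114 mM plus resazurin dye 0.1 mM, final | incubation = 16 min enzyme reaction, ambient temperature | buffer or medium = HEPES pH 7.4 buffer with MgCl2 and Tween 20 | signal = fluorescence of resorufin, 544 nm excitation, 590 nm emission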
* = called active by the depositor.

SMILES | G6PDH CS | FLuc act counter | TNAP inh noacc | Diaphorase inh | PMI act | PMI act satM6P | TNAP act hiacc | Efa HMGR inh | TNAP inh hiacc | Diaph act CS
COc1cccc(NC(=O)Cn2c(CCC(=O)O)ccc2-c2ccc(Cl)cc2)c1 | 8 | 1.1 | -12 | 10 | 0.9 | 1 | 1 | -7 | -4 | 0.9
O=C(Nc1cccc([N+](=O)[O-])c1)C1CC(=O)N(Cc2ccccc2)C1 (configuration not stated) | 8 | 1 | -11 | 15 | 1 | 1 | 1.1 | -9 | -7 | 0.8
CCNS(=O)(=O)c1ccc(CCC(=O)NCCC2=CCCCC2)cc1 | -2 | 1.1 | -11 | 7 | 1 | 1 | 1.1 | -3 | -7 | 0.9
CCOc1cc(CNc2ccc(O)cc2)ccc1OCc1ccc(Cl)cc1Cl | -38 | 1 | -6 | 66* | 0.5 | 0.7 | 1 | 3 | 2 | 0.3
O=C(COC(=O)/C=C/c1ccc(Cl)cc1Cl)NCCC1=CCCCC1 | -12 | 1 | -11 | 3 | 0.9 | 1 | 1 | -13 | -2 | 1
COc1cc(NC(=O)c2cc(-c3cccnc3)nc3ccc(C)cc23)c(OC)cc1Cl | -66 | 1.1 | -9 | 12 | 0.9 | 0.8 | 1 | 3 | -4 | 0.9
CCC/C(=N\NC(=O)Cc1csc(N2CCOCC2)n1)c1ccccc1 | 4 | 1.1 | -14 | 8 | 1 | 1 | 1 | -2 | -2 | 0.9
Cc1cc(NC(=O)c2sc(Nc3ccc(F)cc3)nc2N)no1 | -6 | 1 | -13 | 20 | 0.9 | 0.8 | 1.1 | -2 | -5 | 0.8
Cc1ccc(S(=O)(=O)Nc2cc(S(=O)(=O)N3CCCCC3)ccc2N2CCOCC2)cc1 | 0 | 1.1 | -10 | 15 | 1.1 | 1 | 1 | -2 | -2 | 0.8
COc1ccc(NC(=O)Cc2c(F)cccc2Cl)c(OC)c1 | 7 | 1.1 | -5 | 7 | 1 | 1 | 1 | -4 | -2 | 0.9
CC(O)CNc1nc(Cl)c(C#N)s1 (configuration not stated) | 3 | 1 | -7 | -14 | 1.1 | 1.1 | 1 | 1 | -1 | 1.1
O=C(O)c1ccccc1-c1ccccc1C(=O)NNc1ccccc1 | -1 | 1.1 | -11 | 5 | 1.7 | 2.9* | 1.1 | -8 | -5 | 0.9
O=C(O)c1ccccc1SCc1cn2cc(Br)ccc2n1 | 10 | 0.9 | -2 | 22 | 1.1 | 0.9 | 1 | 0 | 0 | 0.8
Cc1ccc(C(C)C)c(OCC(=O)Nc2ccc(Cl)cn2)c1 | 2 | 1.1 | -7 | 21 | 0.8 | 0.8 | 1 | -2 | -2 | 0.8
Cc1cccc(NC(=O)C2(c3cccs3)CCOCC2)n1 | -6 | 1 | -18 | 4 | 1 | 1.1 | 1 | 0 | -1 | 1
CCc1ccc2[nH]c(=O)c(CN(CCCN3CCOCC3)C(=O)Nc3ccccc3)cc2c1 | -3 | 1.1 | -15 | 6 | 0.9 | 1 | 1.1 | 7 | -7 | 0.9
CCOC(=O)NN1C(=O)c2ccccc2NC1c1ccc(OC)cc1OC (configuration not stated) | -2 | 1 | -8 | 13 | 1 | 1 | 1 | 0 | 1 | 0.9
CCOc1ccc(NC(=O)CN(Cc2ccccc2)S(C)(=O)=O)cc1 | 0 | 1 | -9 | 17 | 0.9 | 0.9 | 1 | -5 | -4 | 0.8
CC(=O)[C@H]1[C@H](c2cccc(Cl)c2)C(C#N)(C#N)[C@@H]2c3ccccc3C=CN21 | -16 | 1 | -33 | 13 | 0.8 | 0.5 | 1 | -1 | -1 | 0.9
CC(=O)N1CC=C2C(C#N)=C(N)C(C#N)(C#N)C(CCc3ccccc3)C2C1 (configuration not stated) | 4 | 1 | -6 | 13 | 0.9 | 0.9 | 1 | -2 | -3 | 0.9
Cc1ccc(C)c(S(=O)(=O)n2cnc3ccccc32)c1 | 0 | 1 | -3 | -2 | 1 | 1.3 | 1 | 6 | 3 | 1
CC(C)c1ccc(/C=C/C(=O)CCC(=O)O)cc1 | 6 | 0.7 | -7 | 1 | 1.1 | 1.1 | 1 | 3 | -4 | 1
O=C(CNCCC1=CCCCC1)Nc1ccccc1N1CCCCC1 | 9 | 1 | -3 | 20 | 0.9 | 1 | 1 | -12 | 0 | 0.8
CC(O)CCC(=O)NCCNC(=O)CCC(C)O (configuration not stated) | -2 | 1.1 | -11 | 10 | 1 | 1 | 1.1 | 3 | -7 | 0.9
CCCc1nnc(NC(=O)CNc2ccc(F)cc2)s1 | 2 | 1 | -12 | 12 | 1 | 1 | 1 | -3 | -5 | 0.9

Later entries:
SMILES | G6PDH CS | FLuc act counter | TNAP inh noacc | Diaphorase inh | PMI act | PMI act satM6P | TNAP act hiacc | Efa HMGR inh | TNAP inh hiacc | Diaph act CS
CCCn1c(N)c(C(=O)CSc2nnnn2-c2ccc(O)cc2)c(=O)n(C)c1=O | 16 | 1.1 | 7 | 7 | 1 | 1.1 | 1 | 0 | -4 | 0.9
Cc1cccc(CC(=O)Nc2cc(=O)n(C)c(=O)n2C)c1 | -10 | 1 | -8 | 12 | 0.9 | 1 | 1 | -3 | 4 | 0.9
COc1cccc(NS(=O)(=O)c2ccc3c(c2)C2C=CCC2C(c2ccc(C(=O)O)cc2)N3)c1 (configuration not stated) | 2 | 1 | -5 | 27 | 1.3 | 1.2 | 1 | 1 | 1 | 0.7
O=C1C2C3C=CC(C4CC34)C2C(=O)N1c1ccc2c(c1)OCO2 (configuration not stated) | 1 | 0.7 | -8 | 14 | 1 | 0.9 | 1 | 0 | 0 | 0.9
C/C(=N\NC(=O)C1COc2ccccc2O1)c1cccs1 (configuration not stated) | 4 | 1 | -3 | 10 | 0.9 | 0.9 | 1 | 4 | 2 | 0.9
O=C(NCCOC(=O)C1COc2ccccc2O1)C1COc2ccccc2O1 (configuration not stated) | 29 | 1 | -13 | 1 | 1 | 1 | 1.1 | -4 | -6 | 1
CCN(CC)S(=O)(=O)c1ccc(NC(=O)c2cc(-c3cccs3)nc3ccccc23)cc1 | -1 | 1.1 | -8 | 10 | 1 | 1 | 1.1 | -5 | -6 | 0.9
Oc1ccc(-c2cccc(-c3ccc(O)cc3)n2)cc1 | 8 | 1 | -4 | 21 | 0.8 | 0.9 | 1 | 0 | -2 | 0.8
COC(=O)c1c(-c2ccccc2)noc1C | 2 | 1.1 | -8 | -1 | 1 | 1 | 1.1 | 5 | -5 | 1
O=[N+]([O-])c1cccc(-c2ccc(/C=N/Nc3nc(N4CCCCC4)nc(N4CCCCC4)n3)o2)c1 | -10 | 1 | -12 | -1 | 1 | 1 | 1 | 2 | -2 | 1
CC(=O)N1CN(CCCn2ccnc2)Cc2c1sc1c2CCCC1 | 14 | 1.1 | -5 | -1 | 1 | 0.9 | 1 | 7 | -4 | 1
CCCn1c(SCC(=O)Nc2cccc(C)n2)nc2c1c(=O)n(C)c(=O)n2C | -2 | 1.1 | -9 | 8 | 1 | 1 | 1 | -1 | -3 | 0.9
CN1CCN(NC(=O)c2cc(S(=O)(=O)N3CCOCC3)c(Cl)cc2Cl)CC1 | -8 | 1 | -10 | 9 | 1 | 1.1 | 1 | -6 | -1 | 0.9
COc1ccccc1-c1nc2n(n1)C(c1ccccc1Cl)C(C(N)=O)=C(C)N2 (configuration not stated) | 12 | 1 | 7 | 5 | 1 | 1.1 | 1.1 | 0 | -6 | 1
CCCC/C=C1\CCc2c([nH]c3ccccc23)C1=O | 9 | 1 | -7 | -1 | 0.9 | 0.9 | 1 | -2 | -3 | 1
CCCc1c2ccccc2nc2ccccc12 | -4 | 1.1 | -2 | 15 | 0.9 | 0.9 | 1 | -7 | -2 | 0.9
CN(C)S(=O)(=O)c1ccc(NC(=O)c2ccccn2)cc1 | 0 | 0.7 | -11 | 0 | 0.9 | 0.9 | 1 | -1 | -2 | 1
COc1cc(C2=NOC(C(=O)N3CCCCCC3)C2)cc(OC)c1OC (configuration not stated) | 6 | 1 | -10 | 3 | 1 | 1.1 | 1 | -3 | -3 | 1
COCCNC(=O)c1ccccc1NC(=O)CCSc1ccccc1 | -5 | 1 | 2 | -16 | 1.1 | 1.1 | 1 | 5 | 3 | 1.2
O=C(Nc1ccn(-c2ccccc2)n1)c1ccc(S(=O)(=O)N2CCCCCC2)cc1 | 2 | 1 | -7 | 31 | 0.9 | 0.9 | 1.1 | 2 | -6 | 0.7
O=C(c1ccco1)N1CCN(c2ncnc3c2[nH]c2ccc(Cl)cc23)CC1 | 3 | 1 | -1 | 5 | 1 | 1 | 1 | -4 | -1 | 0.9
O=C(NC(Nc1nc2ccc([N+](=O)[O-])cc2s1)(C(F)(F)F)C(F)(F)F)c1ccccc1Cl | -11 | 1.1 | 17 | 22 | 0.8 | 0.9 | 0.7 | -5 | 25 | 0.8
CCCCCC(=O)N/N=C/c1ccco1 | 1 | 1 | 5 | 12 | 0.9 | 1 | 1 | 5 | 0 | 0.9
Cc1nc(-c2cccc(C(F)(F)F)c2)sc1C(=O)O | 12 | 1 | -14 | 8 | 1 | 1 | 1.1 | 4 | -7 | 0.9
O=C(COc1ccccc1Cl)NCCC1=CCCCC1 | 20 | 1 | -9 | 5 | 0.9 | 1 | 1 | 1 | -2 | 1
